Screens (PubChem BioAssay)
PMI act satM6P: activators of human phosphomannose isomerase at near-saturating mannose 6-phosphate; P34949; coupled PMI enzyme assay, resazurin fluorescence, 20 min; hits give high values; 1 = untreated enzyme, 0 = substrate-free blank; activation factor at 20 µM; 0.34% of 190,000 active;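 active = activation factor of 2 or more at 20 µM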
Target sequence (P34949 whole entry, looked up): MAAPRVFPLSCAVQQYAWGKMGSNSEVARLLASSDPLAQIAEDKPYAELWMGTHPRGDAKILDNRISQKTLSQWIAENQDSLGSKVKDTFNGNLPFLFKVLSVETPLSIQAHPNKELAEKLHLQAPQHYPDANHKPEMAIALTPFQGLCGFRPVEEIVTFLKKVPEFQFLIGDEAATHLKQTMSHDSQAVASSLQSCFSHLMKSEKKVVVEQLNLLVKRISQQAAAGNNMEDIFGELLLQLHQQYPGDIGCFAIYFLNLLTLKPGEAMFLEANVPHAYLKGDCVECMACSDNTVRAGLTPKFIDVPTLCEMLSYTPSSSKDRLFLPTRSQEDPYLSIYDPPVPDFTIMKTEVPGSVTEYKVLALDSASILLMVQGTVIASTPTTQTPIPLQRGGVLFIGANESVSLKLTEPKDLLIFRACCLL
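Technique: Diaphorase-driven resazurin-to-resorufin fluorescence, excitation 544, emission 590 nm | Assay system: Human PMI in coupled enzyme assay | Times: Enzyme reaction with compound 20 min at room temperature | Medium: HEPES-buffered pH 7.4 with magnesium and detergent | Reagent: Mannose-6-phosphate 1.0 mM (near-saturating) plus 0.22 mM NADP+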
PPARg SRC3 recr: agonists of human PPARgamma SRC-3 coactivator recruitment; P37231; biochemical PPARgamma/SRC-3 coactivator recruitment assay; activation, % at 8 µM; 0.26% of 200,000 active; AID 731; in the data active = activation above about 23%;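 note: 0% = DMSO and 100% = reference agonist; some compounds past the cut are filed as inactive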
Diaph inh CS: inhibits diaphorase or chemically oxidizes, flagging diaphorase assay artifacts. diaphorase resazurin-to-resorufin fluorescence, NADH, 16 min; bacterial (C. kluyveri) enzyme, not human. inhibition, % at 20 µM. 0.69% of 190,000 active. AID 1217;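 active = primary screen inhibition at 20 µM above a set limit, cut at about 50% in these data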;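 note: plate controls were DMSO with full reaction for no effect and wells lacking NADH for full effect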
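material = Clostridium kluyveri diaphorase enzyme | amount = 0.14 U/mL diaphorase, enzyme working solution | schedule = incubation 16 min, room temperature | detection = fluorescence of resorufin formed from resazurin, Ex 544/Em 590 nm | benchmarks = positive control minus NADH, DMSO neutral control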
PMI act: phosphomannose isomerase (human) activation | P34949 | purified human PMI, coupled resazurin fluorescence, 20 min; hits give high values; 1 = vehicle control, 0 substrate-free wells | activation factor at 20 µM | 0.005% of 190,000 active;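 active = activation factor of 2 or more at 20 µM, relative to plate controls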
ROMK primary: human ROMK K+ channel modulation, primary screen; Tet-inducible ROMK, thallium flux fluorescence; actives lie on both sides; B-score at 10 µM; 2% of 130,000 active; AID 1918;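 active = signal ratio slope over the read window, or its plate-corrected B-score, at least 3 SD from the plate mean, either direction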;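 note: B-score of the F/F0 ratio slope over 7 to 12 s after thallium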
PPARg SRC-1 ag: promotes SRC-1 coactivator recruitment by human PPARgamma; P37231; PPARgamma-SRC-1 coactivator recruitment biochemical assay; activation, % at 8 µM; 0.41% of 200,000 active; AID 631; in the data active = activation above about 19%;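 note: 0% = DMSO and 100% = reference agonist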
TR-FRET SRC-2 ct: flags TR-FRET format artefacts in PPARgamma SRC-2 recruitment agonist screen. TR-FRET artefact counter-screen; hits give high values. TR-FRET ratio at 8 µM. 0.4% of 200,000 active; in the data active = TR-FRET ratio above about 2000; note: inactives centre near 1500
PPARg SRC-2 ag: agonists of SRC-2 recruitment by human PPARgamma; P37231; PPARgamma LBD-SRC-2 recruitment, biochemical; activation, % at 8 µM; 0.34% of 200,000 active; AID 1032; in the data active = activation above about 22%;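 note: 0% = vehicle and 100% = reference agonist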
S1P3 antag: S1P3 (human) receptor antagonism. AID 485. 0.27% of 170,000 active. CHO S1P3 NFAT-BLA reporter, FRET fluorescence, antagonist mode. inhibition, % at 4.98 µM;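 active = inhibition above the plate cutoff, the mean inhibition of test wells on that plate plus 3 SD, cut at about 28% in these data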;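 note: cells challenged with S1P at its EC80 of 0.8 µM; blue over green emission ratio from cleaved BLA substrate after 4 h stimulation; 0% = S1P-stimulated wells and 100% = unstimulated DMSO-only wells; some compounds past the cut are filed as inactive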
Target sequence (Q99500 whole entry, looked up): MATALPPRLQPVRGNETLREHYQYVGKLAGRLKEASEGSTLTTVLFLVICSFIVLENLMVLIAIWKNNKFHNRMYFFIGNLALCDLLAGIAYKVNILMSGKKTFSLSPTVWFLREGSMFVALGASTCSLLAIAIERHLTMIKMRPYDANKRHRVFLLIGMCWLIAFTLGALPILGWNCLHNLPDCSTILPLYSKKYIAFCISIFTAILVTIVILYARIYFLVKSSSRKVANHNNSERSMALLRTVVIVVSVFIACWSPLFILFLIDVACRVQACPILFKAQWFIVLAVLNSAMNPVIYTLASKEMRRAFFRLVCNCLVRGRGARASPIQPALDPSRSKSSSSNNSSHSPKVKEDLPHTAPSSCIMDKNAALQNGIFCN
Diaphorase act: activates diaphorase or chemically reduces, flagging diaphorase assay artifacts. Diaphorase/resazurin coupled assay, resorufin fluorescence, 16 min; hits give high values; 1 = vehicle wells, 0 = NADH-free wells. activation factor at 20 µM. 0.005% of 190,000 active. AID 1229;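 active = diaphorase activity raised at least twofold by the compound at 20 µM; inactive = activation factor below 2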
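Test system: Clostridium kluyveri diaphorase, purified enzyme; input: enzyme 0.07 U/mL final; buffer or medium: 50 mM HEPES pH 7.4 with 4.542 mM MgCl2, 0.005% Tween 20; also added: 0.114 mM NADH and 0.1 mM resazurin, final amounts; schedule: 16 min enzyme reaction, ambient temperature; technique: fluorescence of resorufin, 544 nm excitation, 590 nm emission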
G6PDH counter: inhibits Leuconostoc G6PDH, flagging false hits in G6PDH-based assays; inhibition, % at 5 µM; AID 1020; Purified L. mesenteroides G6PDH, diaphorase/resazurin coupled fluorescence, 45 min; 0.12% of 200,000 active; in the data active = inhibition above about 50%
Numbers without * were called inactive.

For Cc1nonc1C(=O)N/N=C/c1ccc(O)cc1O the results were PPARg SRC3 recr 3, ROMK primary -0.71, PPARg SRC-1 ag 10, TR-FRET SRC-2 ct 1785, PPARg SRC-2 ag 9, S1P3 antag 14 and G6PDH counter -8.
For CC1CCCN(C(=O)c2ccncc2)C1 (stereo not given) the results were PMI act satM6P 0.9, PPARg SRC3 recr -1, Diaph inh CS 9, PMI act 0.9, PPARg SRC-1 ag 2, TR-FRET SRC-2 ct 1592, PPARg SRC-2 ag 6, S1P3 antag -25, Diaphorase act 0.9 and G6PDH counter -5.
For COc1ccc(/C(O)=C2/C(=O)C(=O)N(CCCC(=O)O)C2c2ccc(OC)cc2)cc1 (stereo not given) the results were PMI act satM6P 1, PPARg SRC3 recr 12, Diaph inh CS 7, PMI act 1, PPARg SRC-1 ag 12, TR-FRET SRC-2 ct 1659, PPARg SRC-2 ag 15, S1P3 antag -14, Diaphorase act 0.9 and G6PDH counter 2.
CCC(=O)NC(C)C(c1cccs1)N1CCN(c2ccccc2)CC1 (stereo not given) was read as PMI act satM6P 1, PPARg SRC3 recr -13, Diaph inh CS 19, PMI act 0.9, PPARg SRC-1 ag -2, TR-FRET SRC-2 ct 1424, PPARg SRC-2 ag -1, S1P3 antag -20, Diaphorase act 0.8 and G6PDH counter -1.
`Nc1nc(Nc2ccc(Cl)cc2)nc2ccccc12` gave PMI act satM6P 1, PPARg SRC3 recr -11, Diaph inh CS 6, PMI act 1, ROMK primary -0.39, PPARg SRC-1 ag -6, TR-FRET SRC-2 ct 1404, PPARg SRC-2 ag -3, Diaphorase act 0.9 and G6PDH counter 4.
C=CCNC(=S)N1CCOCC1 was read as PMI act satM6P 0.9, PPARg SRC3 recr -4, Diaph inh CS 13, PMI act 0.9, ROMK primary 0.19, PPARg SRC-1 ag 5, TR-FRET SRC-2 ct 1473, PPARg SRC-2 ag -3, S1P3 antag -12, Diaphorase act 0.9 and G6PDH counter 19.
Screening C=CCN=C1SCC(=O)N1S(=O)(=O)c1ccccc1 returned PMI act satM6P 0.9, PPARg SRC3 recr 1, Diaph inh CS 7, PMI act 1.1, PPARg SRC-1 ag -1, TR-FRET SRC-2 ct 1500, PPARg SRC-2 ag -13, S1P3 antag -4, Diaphorase act 0.9 and G6PDH counter 1.
Screening COc1ccc(-c2nc(CN3CCN(c4ncnc5ccccc45)CC3)c(C)o2)c(OC)c1 returned PMI act satM6P 0.9, PPARg SRC3 recr 3, Diaph inh CS 19, PMI act 0.9, ROMK primary -2.7*, PPARg SRC-1 ag 4, TR-FRET SRC-2 ct 1575, PPARg SRC-2 ag 3, S1P3 antag -1, Diaphorase act 0.8 and G6PDH counter 7.
`COC(=O)CC(NC(=O)c1ccco1)c1ccc(C(C)C)cc1` (stereo not given) gave PMI act satM6P 0.9, PPARg SRC3 recr -12, Diaph inh CS 26, PMI act 0.9, ROMK primary 0.6, PPARg SRC-1 ag -2, TR-FRET SRC-2 ct 1459, PPARg SRC-2 ag 0, Diaphorase act 0.7 and G6PDH counter 0.
For C[N+]1(CCNC(=O)/C=N/O)CCCCC1 the results were PMI act satM6P 1, PPARg SRC3 recr -7, Diaph inh CS 2, PMI act 0.8, ROMK primary -0.42, PPARg SRC-1 ag -2, TR-FRET SRC-2 ct 1466, PPARg SRC-2 ag 1, Diaphorase act 1 and G6PDH counter 0.
CCCN(Cc1nnc(-c2ccccc2Cl)o1)C(=O)c1cc([N+](=O)[O-])cc([N+](=O)[O-])c1 was read as PMI act satM6P 0.9, PPARg SRC3 recr -1, Diaph inh CS 9, PMI act 1, ROMK primary 0.28, PPARg SRC-1 ag 1, TR-FRET SRC-2 ct 1507, PPARg SRC-2 ag -12, S1P3 antag 3, Diaphorase act 0.9 and G6PDH counter 3.
CC1CN(CC(O)COC2CCC(C(C)(C)C)CC2)CC(C)O1 (stereo not given) was read as PMI act satM6P 1, PPARg SRC3 recr 3, Diaph inh CS 8, PMI act 1.1, ROMK primary 0.44, PPARg SRC-1 ag 1, TR-FRET SRC-2 ct 1441, PPARg SRC-2 ag 8, S1P3 antag -9, Diaphorase act 0.9 and G6PDH counter 3.
Screening Cc1ccsc1/C=N/Nc1nc2ccccc2s1 returned PMI act satM6P 1, PPARg SRC3 recr 3, Diaph inh CS 7, PMI act 0.9, ROMK primary 0.27, PPARg SRC-1 ag 10, TR-FRET SRC-2 ct 1674, PPARg SRC-2 ag 13, S1P3 antag 14, Diaphorase act 0.9 and G6PDH counter -2.
For Cc1ccc(CNC(=O)CS(=O)Cc2nc(-c3ccccc3C)oc2C)cc1 (stereo not given) the results were PMI act satM6P 1, PPARg SRC3 recr -2, Diaph inh CS 18, PMI act 1.1, PPARg SRC-1 ag 2, TR-FRET SRC-2 ct 1553, PPARg SRC-2 ag -6, S1P3 antag -1, Diaphorase act 0.8 and G6PDH counter 17.
Screening O=C(O)CCn1c2c(c3ccccc31)CCCC2 returned PMI act satM6P 0.9, PPARg SRC3 recr 5, Diaph inh CS 12, PMI act 0.8, ROMK primary 0.78, PPARg SRC-1 ag 0, TR-FRET SRC-2 ct 1532, PPARg SRC-2 ag 8, Diaphorase act 0.9 and G6PDH counter 7.
For C/C(=C\C(=O)C(F)(F)F)Nc1cc(C)cc(C)c1 the results were PMI act satM6P 1.1, PPARg SRC3 recr 6, Diaph inh CS -12, PMI act 1.1, PPARg SRC-1 ag 0, TR-FRET SRC-2 ct 1737, PPARg SRC-2 ag 2, Diaphorase act 1.1 and G6PDH counter 23.
`O=C(NCC1CCCO1)c1ccc(CNS(=O)(=O)c2ccc(F)c(Cl)c2)cc1` (stereo not given) gave PMI act satM6P 1, PPARg SRC3 recr 5, Diaph inh CS 16, PMI act 1, PPARg SRC-1 ag 9, TR-FRET SRC-2 ct 1672, PPARg SRC-2 ag 0, S1P3 antag 7, Diaphorase act 0.8 and G6PDH counter 0.
Screening COc1ccc(NC(=O)CSc2ccccn2)cc1OC returned PMI act satM6P 1.1, PPARg SRC3 recr -9, Diaph inh CS 9, PMI act 1, PPARg SRC-1 ag 2, TR-FRET SRC-2 ct 1436, PPARg SRC-2 ag -2, S1P3 antag -11, Diaphorase act 0.9 and G6PDH counter 5.
`COc1ccccc1CN1C(=O)CCC1(C)C(=O)NC1CCCCCC1` (stereo not given) gave PMI act satM6P 1, PPARg SRC3 recr 6, Diaph inh CS 4, PMI act 1, PPARg SRC-1 ag 7, TR-FRET SRC-2 ct 1731, PPARg SRC-2 ag 3, S1P3 antag -4, Diaphorase act 1 and G6PDH counter -2.
Screening C/C(Cc1ccccc1)=N\NC(=O)CNC(=O)c1ccc(Br)cc1 returned PMI act satM6P 1.1, PPARg SRC3 recr -3, Diaph inh CS 24, PMI act 1.1, ROMK primary 0.066, PPARg SRC-1 ag 5, TR-FRET SRC-2 ct 1482, PPARg SRC-2 ag -3, S1P3 antag -4, Diaphorase act 0.8 and G6PDH counter 0.
For COC(=O)c1ccccc1OCCCCN1CC(C)OC(C)C1 (stereo not given) the results were PMI act satM6P 1.1, PPARg SRC3 recr 8, Diaph inh CS 7, PMI act 1.1, PPARg SRC-1 ag 4, TR-FRET SRC-2 ct 1791, PPARg SRC-2 ag 11, S1P3 antag 0, Diaphorase act 0.9 and G6PDH counter 3.
NC(=S)n1[nH]c(-c2ccc([N+](=O)[O-])cc2)c(N=Nc2cccc([N+](=O)[O-])c2)c1=O was read as PMI act satM6P 1, PPARg SRC3 recr 2, Diaph inh CS 79*, PMI act 0.9, ROMK primary 0.33, PPARg SRC-1 ag 5, TR-FRET SRC-2 ct 1556, PPARg SRC-2 ag -5, S1P3 antag 3, Diaphorase act 0.2 and G6PDH counter 0.
`COCCn1nnnc1C(c1cccs1)N1CCN(c2cccc(C(F)(F)F)c2)CC1` (stereo not given) gave PMI act satM6P 0.8, PPARg SRC3 recr 0, Diaph inh CS 19, PMI act 0.8, ROMK primary -0.78, PPARg SRC-1 ag 5, TR-FRET SRC-2 ct 1798, PPARg SRC-2 ag 6, Diaphorase act 0.8 and G6PDH counter -2.
For CCOc1ccc(-n2c(-c3ccc(Cl)cc3)c[n+]3c2SCC3)cc1 the results were PMI act satM6P 1, PPARg SRC3 recr -2, Diaph inh CS 7, PMI act 1.1, ROMK primary 0.031, PPARg SRC-1 ag 4, TR-FRET SRC-2 ct 1632, PPARg SRC-2 ag -3, S1P3 antag -28, Diaphorase act 0.9 and G6PDH counter -2.
For C=C(C)Cn1c(N2CCC(Cc3ccccc3)CC2)nc2c1c(=O)[nH]c(=O)n2C the results were PMI act satM6P 1, PPARg SRC3 recr -4, Diaph inh CS 10, PMI act 0.9, PPARg SRC-1 ag -2, TR-FRET SRC-2 ct 1327, PPARg SRC-2 ag 0, Diaphorase act 0.9 and G6PDH counter 10.
Screening O=C(COC(=O)c1ccccc1NC(=O)c1ccco1)Nc1ccc2c(c1)OC(F)(F)O2 returned PMI act satM6P 0.9, PPARg SRC3 recr 3, Diaph inh CS 15, PMI act 0.8, ROMK primary -0.053, PPARg SRC-1 ag 1, TR-FRET SRC-2 ct 1699, PPARg SRC-2 ag 4, Diaphorase act 0.9 and G6PDH counter 12.
Screening Cc1cc(C)nc(Sc2c(F)c(F)c(C(F)(F)F)c(F)c2F)n1 returned PMI act satM6P 1, PPARg SRC3 recr 7, Diaph inh CS 2, PMI act 1, ROMK primary 0.37, PPARg SRC-1 ag -2, TR-FRET SRC-2 ct 1476, PPARg SRC-2 ag -2, S1P3 antag 0, Diaphorase act 1 and G6PDH counter 2.
